# NPY1 pot ag: human NPY-Y1 potentiation or agonism, primary screen. P25929. NPY-Y1 expressing cells, potentiator/agonist activation. activation, % at 3.6 µM. 0.37% of 220,000 active. AID 1304; in the data active means activation above about 33%, passing the limit was not always enough;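 further: cells stimulated with NPY at EC10 then isoproterenol at EC100; 0% = low agonist plus stimulus and 100% = saturating agonist plus stimulus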
# Target sequence (P25929 whole entry, looked up): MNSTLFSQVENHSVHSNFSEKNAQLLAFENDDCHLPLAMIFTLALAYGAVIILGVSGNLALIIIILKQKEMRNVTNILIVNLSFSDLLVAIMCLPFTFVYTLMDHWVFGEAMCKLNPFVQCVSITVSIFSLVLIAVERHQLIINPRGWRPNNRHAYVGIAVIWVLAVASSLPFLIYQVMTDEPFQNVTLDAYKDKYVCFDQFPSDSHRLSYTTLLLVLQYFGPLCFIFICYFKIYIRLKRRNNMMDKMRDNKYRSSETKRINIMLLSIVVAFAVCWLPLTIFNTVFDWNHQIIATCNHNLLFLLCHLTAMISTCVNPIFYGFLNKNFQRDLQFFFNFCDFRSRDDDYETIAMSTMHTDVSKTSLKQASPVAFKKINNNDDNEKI
# 14-3-3 Bad inh: disrupts binding of bovine 14-3-3 zeta to phospho-Bad peptide. TR-FRET 14-3-3zeta/Dy647-pBad peptide displacement, 1 h. inhibition, % at 21.7 µM. 0.71% of 220,000 active. AID 781;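 active means inhibition above about 70%, limit read from the data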;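 further: 0% = full 14-3-3 plus peptide FRET controls and 100% = background without 14-3-3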
# zfTRPN1 agonist: agonists of zebrafish TRPN1 channel; HEK293 zebrafish TRPN1-YFP, Fluo-8 calcium fluorescence; 100% = response to 87 µM carbachol; activation, % at 3 µM; AID 1424; 0.18% of 220,000 active;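 active means activation above its plate's cutoff, the mean activation of test wells on that plate plus 3 SD, cut at about 19% in these data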;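 further: 0% = DMSO alone and 100% = 87 µM carbachol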
#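 Material: zebrafish TRPN1-YFP in HEK293 cells. Doses: one dose of 3 µM, 0.3% DMSO. Incubation: dye 1 h 37 °C plus 30 min RT. Measured by: intracellular calcium fluorescence with Fluo-8.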
# PPC-1+TRAIL kill: PPC-1 cancer cell killing with TRAIL present. cell killing (% activity), % at 4 µM. PPC-1 cells + TRAIL, ATPLite viability luminescence. 0.41% of 220,000 active;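 active means cell killing above 50% in the first pass at 4 µM, then a duplicate retest at 5 µM averaging 50% or more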;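 further: plate controls were cells with TRAIL plus DMSO for no effect and medium-only wells lacking cells for full effect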
# TRPML3 agonist: human mucolipin-3 channel agonism; Q8TDD5; HEK293 TRPML3-YFP, Fluo-8 calcium fluorescence; 100% = the carbachol control signal; activation, % at 3 µM; 0.29% of 220,000 active; AID 1448;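 active means activation above its plate's cutoff, the mean activation of the plate's test wells plus 3 SD, cut at about 12% in these data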;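 further: 0% = DMSO only wells and 100% = carbachol wells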
# Target sequence (Q8TDD5 whole entry, looked up): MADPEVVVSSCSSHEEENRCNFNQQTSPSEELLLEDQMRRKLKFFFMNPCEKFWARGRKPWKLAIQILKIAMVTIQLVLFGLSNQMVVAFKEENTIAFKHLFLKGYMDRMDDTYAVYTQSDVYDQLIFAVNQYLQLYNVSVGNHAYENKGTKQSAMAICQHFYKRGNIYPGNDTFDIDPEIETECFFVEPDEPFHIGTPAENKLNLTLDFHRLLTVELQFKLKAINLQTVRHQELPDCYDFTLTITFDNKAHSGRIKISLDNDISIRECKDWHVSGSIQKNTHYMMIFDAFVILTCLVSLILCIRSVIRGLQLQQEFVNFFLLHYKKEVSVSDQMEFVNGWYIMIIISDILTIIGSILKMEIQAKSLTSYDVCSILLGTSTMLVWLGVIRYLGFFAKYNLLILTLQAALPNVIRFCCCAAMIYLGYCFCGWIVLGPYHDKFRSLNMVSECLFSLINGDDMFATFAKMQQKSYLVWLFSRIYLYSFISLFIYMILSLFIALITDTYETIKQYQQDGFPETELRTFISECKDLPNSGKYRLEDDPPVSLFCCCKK
#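 system = HEK293 cells stably carrying human TRPML3-YFP | doses = one concentration, 3 µM nominal, 0.3% DMSO | timing = dye loading 1 h 37 °C then 30 min ambient, 125 s read | detection = Fluo-8 calcium dye fluorescence, ex 470-495, em 515-575 nm | benchmarks = high control carbachol 87 µM, low control DMSO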
# PGE2 EP2 inh: inhibitors of human EP2 prostaglandin E2 receptor; inhibition, % at 25 µM; C6 glioma cells expressing human EP2, cAMP TR-FRET; cells stimulated with saturating PGE2; P43116; 0.52% of 260,000 active;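 active means percent inhibition above 40 after rounding to a whole number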;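 further: rat C6 glioma host cells with rolipram phosphodiesterase inhibitor present; the protocol text gives 20 µM as final concentration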
# NPY Y1 blocker: blocks the human neuropeptide Y Y1 receptor; HEK293-CNG Y1 cells, membrane potential fluorescence; NPY at EC95, then isoproterenol; inhibition, % at 3.6 µM; 1% of 200,000 active; AID 1040;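 active means inhibition above the campaign mean inhibition of all tested compounds plus 3 SD, cut at about 20% in these data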;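 further: 0% = DMSO wells given NPY plus isoproterenol and 100% = isoproterenol alone without NPY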
#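 Material: HEK293 Y1/CNG channel cell line | Also added: NPY (25 nM), isoproterenol (1 µM), Ro 20-1724 (25 µM) | Compound: One concentration, 3.6 µM, in 0.4% DMSO | Schedule: 3 h dye uptake, 1 h room-temperature compound, 45 min post-isoproterenol | Signal: Membrane-potential fluorescent dye readout | Read-out: % inhibition of NPY effect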
# CHOP inhibitor: inhibitors of CHOP induction in ER stress response; CHO-K1 CHOP-promoter luciferase, tunicamycin-induced, 15-18 h; AID 2732; 3.8% of 220,000 active; inhibition, % at 10 µM;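 active means compounds that reduced the stress-induced luciferase reporter signal by more than about 70% of percent inhibition, limit read from the data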;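 further: 0% = tunicamycin plus vehicle and 100% = wells without tunicamycin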
# EP2 mod: EP2 receptor (human) modulation; P43116; EP2-expressing cells, cAMP HTRF FRET, PGE2 co-stimulation; induction, % at 25 µM; 0.83% of 260,000 active; AID 940;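 active means compounds whose cAMP rise, as percent of the full-agonist control response, exceeds 60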;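 further: rat C6 glioma line stably carrying human EP2 under a CMV promoter; the protocol text gives 20 µM as final concentration; 100% = response of wells given 1 µM PGE2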
# * marks the source's active call; other numbers are inactive results; . = not tested or not shown; & = joins results of further samples; [ ] = remark or other dose. The list is partial; rates above refer to the full screens.
# Short keys – A = NPY1 pot ag; B = 14-3-3 Bad inh; C = zfTRPN1 agonist; D = PPC-1+TRAIL kill; E = TRPML3 agonist; F = PGE2 EP2 inh; G = NPY Y1 blocker; H = CHOP inhibitor; I = EP2 mod
CCCn1c(=N)n(CC(O)COc2ccc(C)cc2)c2ccccc21 (centres undefined)
  A = -45.5	B = -5.8	C = -1.8	D = 21.2	E = -0.1	F = 15.4	G = .	H = 1.9	I = -47.9

COc1ccc(/C(N)=N/OC(=O)c2ccc(C)c([N+](=O)[O-])c2)cc1
  A = -0.4	B = .	C = 0.8	D = 1.6	E = 0.6	F = 9.2	G = 3.2	H = 12.8	I = 10.3

COc1ccc(S(=O)(=O)N(CC(=O)N2CCN(c3ccccc3OC)CC2)c2ccccc2)cc1
  A = 3.0	B = -13.0	C = 1.5	D = 16.6	E = 0.1	F = .	G = -0.3	H = 22.8	I = -45.9

O=C(O)CCC(=O)N1N=C(c2ccccc2)CC1c1cccs1 (centres undefined)
  A = 5.5	B = 3.1	C = 0.7	D = 11.7	E = 0.2	F = 2.9	G = .	H = -8.5	I = 3.7

Brc1cccc(-c2nc(-c3ccncc3)no2)c1
  A = 10.7	B = 4.3	C = -1.9	D = 12.8	E = 0.3	F = 12.0	G = 12.3	H = 20.2	I = -57.2

CC(=O)Nc1ccc(S(=O)(=O)NC(C(=O)O)C(C)O)cc1 (centres undefined)
  A = 6.0	B = -2.0	C = 0.7	D = -3.5	E = 0.9	F = 7.0	G = .	H = -7.7	I = 22.9

CN1CC(=O)N(CC(=O)Nc2ccc(N(C)C)cc2)c2ccccc2C1=O
  A = 13.3	B = -2.4	C = 1.8	D = 25.3	E = 0.9	F = 15.9&9.8	G = 2.4	H = 31.1	I = 12.7&3.5

CC1CCN(C2(O)C(=O)Nc3ccc([N+](=O)[O-])cc32)CC1 (centres undefined)
  A = -3.2	B = -4.5	C = 1.4	D = -9.2	E = 0.1	F = 3.5	G = 19.5	H = 24.1	I = -0.3

COc1ccc(N(CC(=O)NCCSCc2ccco2)S(=O)(=O)c2ccc(C)cc2)cc1
  A = 16.1	B = -11.2	C = -1.3	D = -7.7	E = 0.0	F = 2.5	G = -1.8	H = 46.9	I = 11.3

CC(C)C(=O)OC1CCS(=O)(=O)c2sccc21 (centres undefined)
  A = 0.0	B = -1.9	C = 0.2	D = 7.3	E = 0.7	F = 4.4	G = -1.8	H = 27.7	I = 20.9

CCOC(=O)C1CCCN(C(=O)c2cc3c(-c4cccc(OC)c4)nn(C)c3s2)C1 (centres undefined)
  A = -15.1	B = 3.9	C = -2.4	D = 13.7	E = -0.6	F = 13.4	G = 3.3	H = .	I = -26.4

O=C(CCCCn1c(=O)c2ccccc2n(CC(=O)NC2CCCC2)c1=O)NCc1ccco1
  A = 5.9	B = 1.8	C = -0.6	D = 15.2	E = -0.4	F = 8.2	G = 9.4	H = -15.0	I = 5.0

O=c1cc(CN2CCN(c3ccccc3F)CC2)c2cc(O)c(-c3ccccc3)cc2o1
  A = -26.2	B = 9.5	C = 0.7	D = -8.7	E = 0.4	F = -0.8	G = -2.3	H = -12.4	I = 3.5

O=C(CCCNC(=O)/C(=C\c1ccc(F)cc1)NC(=O)c1ccccc1)OCc1ccccc1
  A = -11.8	B = 7.8	C = -1.9	D = -6.3	E = -0.8	F = 11.5	G = -0.1	H = 44.3	I = 46.9

Cc1cc(C)n(CCN(C)C(=O)CCc2nnc(-c3ccc4c(c3)OCO4)o2)n1
  A = 6.8	B = -4.7	C = 1.0	D = 10.8	E = 0.7	F = 5.3	G = 1.7	H = -14.6	I = 17.6

CC(=O)NC(=S)Nc1ccc(NC(=O)COc2ccc(Cl)cc2)cc1
  A = 6.3	B = -2.5	C = -0.8	D = 10.7	E = 0.6	F = 9.9	G = 0.3	H = 13.0	I = -44.4

CCc1ccc(C(=O)NC(C(=O)NCC2CCCO2)C(C)C)cc1 (centres undefined)
  A = 14.9	B = -3.2	C = -0.1	D = 6.9	E = -0.8	F = 11.3	G = 0.4	H = 10.5	I = 20.8

COCCNC(=O)C(c1c[nH]c2ccccc12)N(C(=O)c1snc(C(N)=O)c1N)c1cccc(OC)c1 (centres undefined)
  A = 18.4	B = 2.3	C = 2.0	D = 3.2	E = 1.1	F = 6.9	G = -1.4	H = -3.8	I = -38.8

CCOc1ccc(CCNc2nc3ccccc3n3cnnc23)cc1OCC
  A = -8.8	B = 0.0	C = -1.2	D = -5.0	E = -1.5	F = 6.1	G = .	H = 5.3	I = -34.9

COc1cc(S(=O)(=O)Nc2ccccc2)ccc1NC=O
  A = 8.4	B = -8.1	C = 0.4	D = 5.9	E = 0.5	F = 6.2	G = -0.1	H = -29.1	I = 12.2

CNc1oc(-c2cccs2)nc1C#N
  A = 14.7	B = 5.8	C = -0.6	D = 17.9	E = -0.7	F = .	G = 1.1	H = 11.3	I = 2.9

CN(C)C(=O)c1coc2nc3ccccc3nc12
  A = 3.8	B = 1.1	C = -0.1	D = 4.8	E = 0.8	F = 7.1	G = .	H = 20.5	I = 4.5

Cc1cc(C(=O)N/N=C/c2sc(N3CCOCC3)nc2-c2ccccc2)c(C)o1
  A = 38.5	B = 1.5	C = 1.0	D = 0.0	E = 0.6	F = 8.9	G = -11.9	H = -24.7	I = -61.1

CC(CN1CCOCC1)OC(=O)Cc1ccc(Cl)cc1 (centres undefined)
  A = 24.0	B = -0.8	C = 1.2	D = 40.5	E = 0.7	F = 4.9	G = 1.6	H = 4.7	I = -1.7

Cc1ccc(-c2csc3n[nH]c(=S)n23)cc1
  A = -2.1	B = 7.4[fluorescence artefact?]	C = 0.2	D = -6.9	E = 0.2	F = 15.6	G = 7.1	H = 5.1	I = -5.0

O=C(CNC(=O)c1cccs1)NCC(=O)OCc1ccccc1Cl
  A = -0.2	B = -10.6	C = -0.4	D = 10.0	E = 0.0	F = 16.9&9.8	G = -1.6	H = -14.3	I = -6.2&6.9

C=C1c2ccccc2NC(=O)N1c1ccc(C)cc1
  A = -6.1	B = 8.0	C = 2.2	D = -9.4	E = 0.1	F = 4.3	G = -3.7	H = 25.5	I = 13.0

O=C(O)CCC(=O)Nc1cccc(-c2csc(-c3ccccc3)n2)c1
  A = 2.4	B = -7.3	C = -0.8	D = 15.2	E = -0.1	F = 7.8	G = 3.0	H = 50.2	I = -2.1

CC(C)CCn1nc(C(=O)OC(C)C(=O)NC(N)=O)c2ccccc2c1=O (centres undefined)
  A = 25.5	B = 5.5	C = -1.4	D = 38.4	E = -1.1	F = 5.9	G = -3.7	H = 17.9	I = -9.5

O=C(Cn1cnc([N+](=O)[O-])n1)NCCc1ccccc1
  A = 13.6	B = -18.6	C = 0.4	D = 10.9	E = 0.7	F = 7.7	G = 5.2	H = 0.5	I = 11.4

CCOC(=O)c1sc2nc(CC(=O)OC)nc(NCc3ccc(Cl)cc3)c2c1C
  A = -24.7	B = 5.0	C = -0.2	D = -1.5	E = 0.8	F = 3.5	G = 2.5	H = 62.5	I = 25.1

COc1ccc(N2CCN(CCNC(=O)c3ccc4c(c3)[nH]c(=S)n3c5ccccc5nc43)CC2)cc1
  A = 0.6	B = 24.0	C = -0.3	D = 12.4	E = 0.9	F = 1.9	G = 0.6	H = -29.4	I = 21.0

Cn1ccs/c1=N\S(=O)(=O)c1ccc(F)cc1
  A = 13.0	B = 1.0	C = 1.2	D = 4.8	E = 1.4	F = 8.4	G = 0.8	H = 12.2	I = 28.9

O=C(Cn1cnnn1)Nc1cccc([N+](=O)[O-])c1
  A = -11.5	B = -6.1	C = 1.0	D = -2.5	E = 0.6	F = 6.9	G = -2.0	H = -1.9	I = -1.3

O=C(CCc1nc(-c2ccccc2F)no1)NC1CCN(Cc2ccccc2)CC1
  A = -7.0	B = 0.6	C = -0.5	D = -3.1	E = 0.8	F = 12.5	G = 3.7	H = -2.9	I = -4.3

CCN(CC)S(=O)(=O)c1ccc(N2CCOCC2)c(NC(=O)c2c3c(nc4ccccc24)CCC3)c1
  A = -16.7	B = -5.4	C = 0.3	D = 5.0	E = 0.0	F = 6.1	G = -4.0	H = -0.6	I = -8.5

Cc1cc(C)c(C)c(S(=O)(=O)Nc2ccc(C(N)=O)cc2)c1C
  A = 1.4	B = -10.9	C = 3.2	D = 8.6	E = 1.5	F = 3.9	G = 2.1	H = 19.3	I = -17.0

Cc1ccc(CNC(=O)CCn2nc(-c3ccc(Cl)cc3)ccc2=O)cc1
  A = -38.1	B = 7.0[fluorescence artefact?]	C = -0.1	D = 15.0	E = -1.2	F = 4.0	G = 5.6	H = 22.3	I = -6.8

Cc1cn2c(-c3ccncc3)nnc2s1
  A = 9.4	B = -5.7[fluorescence artefact?]	C = 0.6	D = 30.2	E = 3.9	F = .	G = -2.0	H = 22.9	I = 6.7

COc1cc(OC)nc(NC(=O)COC(=O)c2cccc(Cl)c2)n1
  A = -24.9	B = -2.8	C = 0.2	D = 14.7	E = 0.2	F = 4.1	G = 2.2	H = 27.4	I = 4.4

Cc1coc2c1C(=O)C(=O)c1c-2ccc2c(C)cccc12
  A = .	B = -6.4	C = .	D = 27.6	E = .	F = 15.1	G = .	H = 30.3	I = -20.5

Cc1cc(C(=O)OCC(=O)Nc2ccccc2[N+](=O)[O-])c2ccccc2n1
  A = 13.0	B = -8.1	C = -1.8	D = 21.1	E = 1.0	F = 3.9	G = -3.2	H = 6.3	I = 13.8

COC(=O)CCCC1=CC2=CC(=O)C(C)(OC(=O)c3cccs3)C(=O)C2=CN1CCc1c[nH]c2ccccc12 (centres undefined)
  A = .	B = -5.1	C = .	D = 7.0	E = .	F = 20.5	G = .	H = -24.0	I = -4.3

# Structures from the list above with an NH in an aromatic ring (4):
# Short keys – A = NPY1 pot ag; B = 14-3-3 Bad inh; C = zfTRPN1 agonist; D = PPC-1+TRAIL kill; E = TRPML3 agonist; F = PGE2 EP2 inh; G = NPY Y1 blocker; H = CHOP inhibitor; I = EP2 mod
COCCNC(=O)C(c1c[nH]c2ccccc12)N(C(=O)c1snc(C(N)=O)c1N)c1cccc(OC)c1 (centres undefined)
  A = 18.4	B = 2.3	C = 2.0	D = 3.2	E = 1.1	F = 6.9	G = -1.4	H = -3.8	I = -38.8

Cc1ccc(-c2csc3n[nH]c(=S)n23)cc1
  A = -2.1	B = 7.4[fluorescence artefact?]	C = 0.2	D = -6.9	E = 0.2	F = 15.6	G = 7.1	H = 5.1	I = -5.0

COc1ccc(N2CCN(CCNC(=O)c3ccc4c(c3)[nH]c(=S)n3c5ccccc5nc43)CC2)cc1
  A = 0.6	B = 24.0	C = -0.3	D = 12.4	E = 0.9	F = 1.9	G = 0.6	H = -29.4	I = 21.0

COC(=O)CCCC1=CC2=CC(=O)C(C)(OC(=O)c3cccs3)C(=O)C2=CN1CCc1c[nH]c2ccccc12 (centres undefined)
  A = .	B = -5.1	C = .	D = 7.0	E = .	F = 20.5	G = .	H = -24.0	I = -4.3

# Compound activity from PubChem.
